Compound activity (PubChem)
FLuc inh counter: Photinus pyralis luciferase inhibition counter-screen; P08659; ATPLite firefly luciferase biochemical luminescence, 10 min; inhibition, % at 10 µM; 200,000 compounds, 1.5% hits;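 active means inhibition above about 50% when tested at 10 µM, limit read from the data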
Target sequence (P08659 whole entry, looked up): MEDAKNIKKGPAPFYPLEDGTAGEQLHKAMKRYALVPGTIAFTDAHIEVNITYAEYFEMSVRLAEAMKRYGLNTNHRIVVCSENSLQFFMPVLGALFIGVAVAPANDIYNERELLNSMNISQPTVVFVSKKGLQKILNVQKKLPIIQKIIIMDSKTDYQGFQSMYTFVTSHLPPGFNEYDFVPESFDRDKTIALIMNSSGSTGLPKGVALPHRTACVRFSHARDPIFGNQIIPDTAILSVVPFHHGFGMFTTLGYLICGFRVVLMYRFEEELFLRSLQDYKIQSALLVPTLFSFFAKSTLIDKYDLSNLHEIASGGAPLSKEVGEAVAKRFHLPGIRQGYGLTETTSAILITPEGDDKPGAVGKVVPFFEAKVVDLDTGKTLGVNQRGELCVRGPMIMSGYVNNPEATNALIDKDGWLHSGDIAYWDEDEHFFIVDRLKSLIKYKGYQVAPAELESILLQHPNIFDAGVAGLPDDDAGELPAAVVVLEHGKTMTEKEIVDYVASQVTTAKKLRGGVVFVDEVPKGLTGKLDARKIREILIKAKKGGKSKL
APP 5UTR inh: APP translation inhibition; SH-SY5Y APP 5'UTR-luciferase reporter, luminescence; inhibition, % at 2 µM; 190,000 compounds, 0.82% hits; AID 1285;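 active means inhibition above a set limit, derived from the sample mean plus 3 SD, cut at about 45% in these data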; further: values of inactives mirror those of a sister screen read the other way
STAT1 act: increases IFN-gamma driven STAT1 reporter signal. NIH 3T3 STAT1-luciferase reporter, luminescence; 100% = IFN-gamma alone, no compound. activation (% of control), % at 5.5 µM. 200,000 compounds, 2.6% hits. AID 932;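 active means activation above the screen-wide mean activation plus 3 SD, cut at about 130% in these data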;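 further: raw ratio to IFN-gamma control signal so 100% means no change and 0% no light; values of inactives mirror those of a sister screen read the other way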
STAT3 act: STAT3 signaling activation. U3A cells, IL-6 STAT3-luciferase reporter, luminescence; 100% = signal with IL-6 EC80 alone. AID 871. 190,000 compounds, 0.91% hits. activation (% of control), % at 5.6 µM;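 active means activation above the screen-wide mean of compound activation plus 3 SD, cut at about 130% in these data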;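 further: 0% = background luminescence of wells with medium and substrate only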
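Test system: Human STAT1-deficient U3A cells with stable STAT3-luciferase reporter | Also added: Interleukin-6, 33 ng/mL | Timing: Compound pre-incubation 1 h before IL-6, then 6 h stimulation at 37 °C | Technique: Luciferase reporter luminescence | Read-out: Percent of IL-6-only median luminescence | Benchmarks: IL-6-only wells as 100% reference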
APP 5'UTR act: APP 5'UTR luciferase reporter activation; SH-SY5Y APP 5'UTR luciferase reporter, luminescence; zero percent = DMSO vehicle wells; activation, % at 2 µM; 190,000 compounds, 1% hits; AID 1276;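 active means activation above a set limit, based on mean plus 3 SD of controls, cut at about 140% in these data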; further: values of inactives mirror those of a sister screen read the other way
STAT1 inh: STAT1 signaling inhibition. NIH 3T3 STAT1-luciferase reporter, IFN-gamma, luminescence. inhibition, % at 5.5 µM. 200,000 compounds, 0.35% hits. AID 920;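 active means inhibition above a set limit, the mean inhibition across all tested compounds plus 3 SD, cut at about 34% in these data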;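 further: 0% = IFN-gamma with DMSO and 100% = IFN-gamma with 300 µM nifuroxazide; values of inactives mirror those of a sister screen read the other way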
ROMK mod: human ROMK K+ channel modulation, primary screen; AID 1918; B-score at 10 µM; P48048; Tet-inducible ROMK, thallium flux fluorescence; actives lie on both sides; 130,000 compounds, 2% hits;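 active means signal ratio slope over the read window, or its plate-corrected B-score, at least 3 SD from the plate mean, either direction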;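 further: B-score of the F/F0 ratio slope over 7 to 12 s after thallium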
Target sequence (P48048 whole entry, looked up): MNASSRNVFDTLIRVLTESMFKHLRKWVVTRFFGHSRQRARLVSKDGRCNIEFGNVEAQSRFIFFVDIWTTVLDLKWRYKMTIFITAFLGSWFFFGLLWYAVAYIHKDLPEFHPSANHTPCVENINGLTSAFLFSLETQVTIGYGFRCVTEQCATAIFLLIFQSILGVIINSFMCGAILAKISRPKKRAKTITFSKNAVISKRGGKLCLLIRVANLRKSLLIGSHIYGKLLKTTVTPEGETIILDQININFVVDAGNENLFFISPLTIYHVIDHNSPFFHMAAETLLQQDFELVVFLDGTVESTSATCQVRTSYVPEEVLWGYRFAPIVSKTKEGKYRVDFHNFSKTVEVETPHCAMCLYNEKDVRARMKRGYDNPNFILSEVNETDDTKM
FLuc stim CS: firefly luciferase counter-screen for stimulation assays; P08659; ATPlite luciferase biochemical, luminescence, 10 min; 0 = ATP-free wells, 1 = DMSO control; activation factor at 10 µM; 200,000 tested, under 10 active; AID 1027;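 active means luciferase activation factor, scaled between plate controls, of at least 2 with compound at 10 µM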
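System: Luciferase/luciferin detection reagent, cell-free biochemical luciferase assay | Medium: PBS buffer for ATP | Dosing: Test compounds dosed from 2 mM stocks in 100% DMSO | Timing: 10 min at ambient temperature | Signal: Luminescence measurement of luciferase light output | Evaluation: Luciferase activation, seen as luminescence increase over controls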
NF-kB neuron act: raises NF-kB expression in human neuronal cells. NF-kB reporter expression; active compounds read high. fold change at 12.5 µM. 190,000 compounds, 1.6% hits; in the data active means fold change above about 3.3
STAT3 inh: reduces IL-6 driven STAT3 reporter signal | U3A cells, IL-6 STAT3-luciferase reporter, luminescence; host cell line lacks STAT1 | inhibition, % at 5.5 µM | AID 862 | 190,000 compounds, 0.89% hits;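 active means inhibition above the mean inhibition across all screened compounds plus 3 SD, cut at about 44% in these data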;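 further: 0% = DMSO only wells and 100% = 100 µM nifuroxazide control wells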
Active calls of the source: *; x = not tested or not shown.

SMILES	FLuc inh counter	APP 5UTR inh	STAT1 act	STAT3 act	APP 5'UTR act	STAT1 inh	ROMK mod	FLuc stim CS	NF-kB neuron act	STAT3 inh
COc1ccc(NC(=O)C2CSC3c4ccccc4C(=O)N23)cc1 (configuration not stated)	-3	0	107	98	0	-7	0.61	1	1.4	5
Cc1ccc(Cc2cnc(NC(=O)/C(C#N)=C/c3ccc(-c4ccccc4[N+](=O)[O-])o3)s2)cc1	-9	-2	105	84	2	-6	x	1.1	1.5	22
O=C(Nc1cc(Cl)cc(Cl)c1)c1cccc(OC(F)F)c1	-7	-3	97	84	3	3	-0.66	1.1	0.64	19
C=CCN(CC=C)C(=O)Cc1ccc(F)cc1	-4	3	104	100	-3	-4	x	1	1.1	3
C=CCn1c(Cc2nc3ccccc3[nH]2)n[nH]c1=S	-4	-8	88	94	8	14	x	1	1.1	12
COC(=O)CSc1nnc(CNC(=O)c2ccccc2F)n1-c1ccccc1	-2	-24	109	97	24	-12	0.85	1	1	6
CCOC(=O)Nc1c(C(=O)OC)[nH]c2cc(OC)ccc12	1	-3	105	98	3	-6	1.8	1	x	10
C/C(=N\NC(=O)C1CC1)c1ccccc1O	-4	-4	106	105	4	-10	-0.33	1	1.2	-1
Cc1ccccc1-c1noc(C2CCCCC2)n1	1	-20	104	93	20	-5	0.49	1	1.4	5
CCOc1ccc(-c2cn(CCC#N)cn2)cc1	1	8	104	116	-8	-6	0.39	1	1.4	-14
O=C(Nc1cnc2ccccc2c1)N1CCCCC1	23	-86	135*	104	86	-36	x	0.8	2.2	2
O=C(N/N=C/c1cccc(F)c1)NC1CCCCC1	3	-13	120	105	13	-21	x	1	1.4	-11
CCOC(=O)c1cc(-c2ccccc2)sc1N	-2	-28	135*	101	28	-38	0.23	1	2.4	2
CCOc1ccccc1NC(=O)C1CCN(c2ccc(S(=O)(=O)N3CCCC3)cc2)CC1	-1	-7	109	90	7	-10	1.1	1	1.1	13
Cc1sc(NC(=O)c2ccco2)c(C(c2cccnc2)N2CCN(c3ccc(F)cc3)CC2)c1C (configuration not stated)	-7	-1	99	72	1	2	x	1.1	1.1	34
O=c1c2[nH]c3ccc(F)cc3c2ncn1CCN1CCOCC1	-5	-3	107	97	3	-8	1.2	1.1	1.3	12
CN1CCN(C(=O)c2cc3c(C(F)(F)F)nn(C)c3s2)CC1	-6	2	97	102	-2	3	x	1.1	1.2	3
Cc1ccc(SC(C)C(=O)Nc2cccc(N(C)S(C)(=O)=O)c2)cc1 (configuration not stated)	-5	-9	101	101	9	-1	-0.14	1	1	-2
O=C(COc1ccccc1)NC(NC(=S)Nc1ccccc1C(=O)O)C(Cl)(Cl)Cl (configuration not stated)	-7	-2	97	101	2	4	x	1.1	1.1	11
O=C(CCCCn1c(=O)[nH]c2ccsc2c1=O)NCc1ccc2c(c1)OCO2	-3	-2	105	100	2	-6	x	1	1.5	9
Cc1cc(C)c(NC(=O)CCCOC(=O)C2=COCCO2)c(C)c1	0	7	97	97	-7	3	x	1	1.1	13
CCCCNC(=O)CCC(=O)Nc1ccc2nc(N3CCCCC3)cc(C)c2c1	8	-47	111	105	47	-14	-0.03	0.9	1.5	3
C=CCNc1nnc(SC2CC(=O)N(c3ccc(OC)cc3)C2=O)s1 (configuration not stated)	-1	26	94	104	-26	5	0.022	1	1	-4
CCCCCn1c(=O)c(F)cn(Cc2ccc(OC)c([N+](=O)[O-])c2)c1=O	-9	3	92	110	-3	8	0.42	1.1	0.75	-4
NS(=O)(=O)c1ccc(CNC(=O)c2ccc(Cl)cc2[N+](=O)[O-])cc1	-4	-2	110	102	2	-11	0.035	1	1	-5
Cc1nc2ccc(S(=O)(=O)NCC(=O)N3CCN(c4ccccn4)CC3)cc2s1	-5	1	102	104	-1	-2	0.2	1	1	-4
CC(C)[C@H](NC(=O)c1ccco1)C(=O)OCC(=O)N1CC(=O)Nc2ccccc21	-1	-11	90	104	11	9	-0.18	1	0.98	-1
CN(C(=O)COc1ncnc2sccc12)c1ccccc1	-3	6	104	106	-6	-6	-0.063	1	0.73	0
CC(=O)N(c1nc(CCl)cs1)c1c(C)cc(C)cc1C	-6	-5	98	101	5	2	0.15	1.1	1.1	-4
CC(=O)c1nn(-c2cccc(Br)c2)cc1C(=O)c1ccc2ccccc2c1	-3	5	94	105	-5	6	0.96	1	0.96	-2
O=C(CCc1nc(-c2ccccc2F)no1)NCCc1ccccc1Cl	-2	-9	105	100	9	-5	x	1	1.2	2
CCC(=O)n1nc(-c2ccc(Cl)cc2)nc1N	-5	-14	120	106	14	-23	0.15	1.1	1.4	-4
COc1ccc(NC(=O)CSc2nnc(NC(=O)c3ccccc3C(=O)O)s2)cc1	-2	-19	102	95	19	-4	0.088	1	1.6	8
O=C(CCCN1C(=O)c2ccccc2C1=O)NCCC1=CCCCC1	-1	2	99	101	-2	1	-1.3	1	1.1	3
C/C=C/c1ccc(OCCn2cncn2)c(OC)c1	-3	4	99	92	-4	1	x	1	1.2	13
CCc1cc2c(N3CCN(c4nnc(CC)s4)CC3)ncnc2s1	-8	-14	53	55	14	51*	-2.7	1.1	0.51	57*
c1ccc(-c2cn(-c3ccccc3)c3ncnc(NCCCN4CCOCC4)c23)cc1	-1	8	104	100	-8	-4	-1.1	1	0.65	8
Clc1ccc(-c2nnc(SCc3ccon3)o2)c(Cl)c1	78*	-144	141*	72	144*	-28	x	0.2	9.7*	35
CCCCN1C=CC(=C2C(=O)c3ccccc3C2=O)C=C1	98*	58*	11	10	-58	95*	1.3	0	0.41	112*
Cn1cnnc1SCc1cccc(Br)c1	3	2	103	94	-3	-4	x	1	1	11

Structures above that contain a furan ring, fused or not:
SMILES	FLuc inh counter	APP 5UTR inh	STAT1 act	STAT3 act	APP 5'UTR act	STAT1 inh	ROMK mod	FLuc stim CS	NF-kB neuron act	STAT3 inh
Cc1ccc(Cc2cnc(NC(=O)/C(C#N)=C/c3ccc(-c4ccccc4[N+](=O)[O-])o3)s2)cc1	-9	-2	105	84	2	-6	x	1.1	1.5	22
Cc1sc(NC(=O)c2ccco2)c(C(c2cccnc2)N2CCN(c3ccc(F)cc3)CC2)c1C (configuration not stated)	-7	-1	99	72	1	2	x	1.1	1.1	34
CC(C)[C@H](NC(=O)c1ccco1)C(=O)OCC(=O)N1CC(=O)Nc2ccccc21	-1	-11	90	104	11	9	-0.18	1	0.98	-1

Later entries:
SMILES	FLuc inh counter	APP 5UTR inh	STAT1 act	STAT3 act	APP 5'UTR act	STAT1 inh	ROMK mod	FLuc stim CS	NF-kB neuron act	STAT3 inh
CCOc1cc(N2CCOCC2)c(OCC)cc1NC(=O)c1ccc(C)cc1	-1	4	99	89	-4	2	0.19	1	1	15
COc1ccccc1-n1ccnc1SCC(=O)NC1CCCC1	-3	-3	102	98	3	-4	-0.29	1	1.8	4
CCOc1ccc(C(C)=O)cc1CN1C(=O)NC(C)(C2CC2)C1=O (configuration not stated)	-4	16	99	110	-16	0	-2	1	0.89	-10
COc1ccccc1CNC(=O)c1ccc(CNc2c(N3CCCC3)c(=O)c2=O)cc1	-3	-1	104	96	1	-3	x	1	0.96	6
Cn1nnnc1SCC(=O)Nc1ccccc1N1CCOCC1	-8	-15	103	105	15	-3	x	1.1	0.74	-5
Oc1ccc(-c2cnns2)c(O)c1	-5	-3	80	99	3	21	0.39	1	1	3
CCN(C(=O)c1cc2cc(OC)ccc2oc1=O)c1cccc(C)c1	-4	x	105	104	x	-4	-0.24	1	1.1	-5
Cc1ccccc1CSc1nc(C(C)(C)C)cc(=O)[nH]1	-8	-13	99	100	13	1	0.52	1.1	0.87	9
O=C(Nc1ccc(Cl)cn1)c1cc(S(=O)(=O)N2CCCCC2)ccc1Cl	0	23	100	99	-23	0	x	1	1.1	4
O=C(c1cccc2c1C(=O)N(Cc1cccnc1)C2)N1CCN(c2ccccc2)CC1	0	0	105	99	0	-4	6.7e-05	1	1.2	3
CCOc1ccc(CNc2cccc(SC)c2)cc1	-4	-20	98	96	20	1	-0.33	1	1.1	6
CC(=O)Nc1ccc(-c2nnc(SCC(=O)n3c4c(c5ccccc53)CCCC4)n2C)cc1	-2	18	107	103	-18	-9	x	1	1	1
Cc1c(Br)c([N+](=O)[O-])nn1CC(=O)NCc1ccco1	-6	13	98	104	-13	1	-0.0089	1.1	1.1	-3
CC(C)(C)c1cc(C(=O)N2CCc3ccccc32)ccn1	-6	2	93	111	-2	7	x	1.1	0.8	-2
Nc1cnc(-c2ccccc2)nc1Cl	-8	-18	112	87	18	-14	0.063	1.1	1.6	18
CCOc1ccccc1C(=O)OCC(=O)Nc1cc(Cl)ccc1Oc1ccccc1	-4	-8	96	111	7	5	x	1	0.94	-18
Cc1ccc(N=Nc2c(N)[nH]n3c(=O)cc(C)nc23)cc1	8	2	109	100	-2	-10	x	0.9	2	2
CCNS(=O)(=O)c1cc(Br)ccc1OC	-5	-16	103	102	16	-3	x	1	1.2	3
O=C(CSc1nc2ccccc2[nH]1)NCC1CCCO1 (configuration not stated)	1	-8	99	100	8	1	x	1	0.9	-1
C=C(C)CSc1ncc(-c2cccc(C(F)(F)F)c2)cn1	-6	-11	104	90	11	-4	x	1.1	1.4	17
CCOc1cc(CNc2ncc(-c3ccc(OC)cc3)n2C)ccc1O	-6	-13	101	93	13	-1	x	1.1	0.9	10
COc1ccc(CCN2C(=O)CS/C2=N/NC(=O)c2ccccc2F)cc1OC	-3	4	97	109	-4	3	0.78	1	1.3	-6
COc1cc(-c2[nH]ncc2CN(C)Cc2nonc2C)cc(OC)c1OC	-8	4	87	88	-4	13	-0.15	1.1	0.99	19
Cc1cccc(-c2nsc(SCC(=O)NCc3ccc4c(c3)OCO4)n2)c1	-5	3	92	97	-3	8	x	1	1.2	-2
Cc1nc(C(F)(F)F)c(C(=O)N/N=C(\N)c2cccnc2)s1	-4	-6	102	102	6	-3	0.13	1	1	0
CN(C(=O)CSc1nnc(-c2ccccc2)c(-c2ccccc2)n1)C1CCS(=O)(=O)C1 (configuration not stated)	3	-14	97	99	14	3	0.15	1	0.85	5
O=C(COC(=O)c1ccc2ccccc2n1)Nc1cccc(S(=O)(=O)NC2=NCCCCC2)c1	-5	-17	98	118	17	1	0.036	1.1	1.3	-9
Cc1cc(C=NCCO)c(C)n1-c1cc(Cl)ccc1Cl	-5	21	95	107	-21	4	x	1.1	1.1	-7
CCn1cc(Br)c(C(=O)N(C)Cc2ccccc2)n1	-6	-17	95	98	17	3	1.3	1.1	1	4
COC(=O)CSc1nc(-c2ccccc2)nc2ccc(F)cc12	-2	16	98	102	-16	3	x	1	1.1	9
CCCC(=O)c1ccc(-c2ccccc2)cc1	9	-53	107	93	53	-7	x	0.9	1.7	12
S=C(c1c[nH]c2ccccc12)N1CCOCC1	-2	-6	109	95	7	-10	0.091	1	1.3	10
CCCOc1ccc(N2C(=O)CC(N3CCC(c4nncn4CC)CC3)C2=O)cc1 (configuration not stated)	-4	-16	98	97	16	2	x	1	1.1	4
COc1cc(SC)ccc1C(=O)NCCOc1ccc(Cl)cc1	-8	4	103	98	-4	-3	x	1.1	1.1	-2
COc1ccc(-c2nnc(SC3CCOC3=O)n2C2CCCCC2)cc1OC (configuration not stated)	-7	-13	98	104	13	2	x	1.1	1.3	1
